Scp-1 inhibitor: blocks human Scp-1 phosphatase activity; inhibition, % at 20 µM; Recombinant Scp1, phosphopeptide, malachite green phosphate absorbance; hit rate 0.88% among 340,000;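 active = inhibition above about 50% at 20 µM, limit read from the data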;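 also: plate controls were DMSO wells with enzyme for no effect and wells lacking enzyme for full effect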
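Assay system: SCP-1 catalytic fragment, aa 76-261 | Buffer or medium: Tris acetate buffer pH 5.5 with MgCl2 and Tween-20 | Compound: One concentration, 20 µM, with 1.0% DMSO | Also added: Phospho 17-mer peptide substrate | Signal: Absorbance at 630 nm | Incubation: 45 min enzyme reaction at room temperature | Measure: % inhibition of SCP-1 phosphate liberation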
LMPTP block: LMPTP (human) inhibition; P24666; recombinant LMPTP-A, OMFP fluorogenic substrate, fluorescence intensity; inhibition, % at 20 µM; hit rate 0.22% among 360,000; AID 651560;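 active = compounds that cut the enzyme signal by at least half of the control window in the single-dose screen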;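 also: plate controls were DMSO wells with enzyme plus substrate for no effect and substrate without enzyme for full effect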
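Material: LMPTP-A; amount: 0.625 nM enzyme; doses: single 20 µM dose; times: reaction 50 min, room temperature, dark; technique: fluorescence intensity of OMFP turnover product; benchmarks: no-enzyme and uninhibited controls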
DNMT1 inh: blocks human DNA methyltransferase DNMT1; P26358; DNMT1 molecular beacon, Hinp1I cleavage, fluorescence; inhibition (reported as % activation of signal), % at 10 µM; hit rate 0.83% among 360,000; in the data active = inhibition above about 50%
Target sequence (P26358 504-1616 limits assumed): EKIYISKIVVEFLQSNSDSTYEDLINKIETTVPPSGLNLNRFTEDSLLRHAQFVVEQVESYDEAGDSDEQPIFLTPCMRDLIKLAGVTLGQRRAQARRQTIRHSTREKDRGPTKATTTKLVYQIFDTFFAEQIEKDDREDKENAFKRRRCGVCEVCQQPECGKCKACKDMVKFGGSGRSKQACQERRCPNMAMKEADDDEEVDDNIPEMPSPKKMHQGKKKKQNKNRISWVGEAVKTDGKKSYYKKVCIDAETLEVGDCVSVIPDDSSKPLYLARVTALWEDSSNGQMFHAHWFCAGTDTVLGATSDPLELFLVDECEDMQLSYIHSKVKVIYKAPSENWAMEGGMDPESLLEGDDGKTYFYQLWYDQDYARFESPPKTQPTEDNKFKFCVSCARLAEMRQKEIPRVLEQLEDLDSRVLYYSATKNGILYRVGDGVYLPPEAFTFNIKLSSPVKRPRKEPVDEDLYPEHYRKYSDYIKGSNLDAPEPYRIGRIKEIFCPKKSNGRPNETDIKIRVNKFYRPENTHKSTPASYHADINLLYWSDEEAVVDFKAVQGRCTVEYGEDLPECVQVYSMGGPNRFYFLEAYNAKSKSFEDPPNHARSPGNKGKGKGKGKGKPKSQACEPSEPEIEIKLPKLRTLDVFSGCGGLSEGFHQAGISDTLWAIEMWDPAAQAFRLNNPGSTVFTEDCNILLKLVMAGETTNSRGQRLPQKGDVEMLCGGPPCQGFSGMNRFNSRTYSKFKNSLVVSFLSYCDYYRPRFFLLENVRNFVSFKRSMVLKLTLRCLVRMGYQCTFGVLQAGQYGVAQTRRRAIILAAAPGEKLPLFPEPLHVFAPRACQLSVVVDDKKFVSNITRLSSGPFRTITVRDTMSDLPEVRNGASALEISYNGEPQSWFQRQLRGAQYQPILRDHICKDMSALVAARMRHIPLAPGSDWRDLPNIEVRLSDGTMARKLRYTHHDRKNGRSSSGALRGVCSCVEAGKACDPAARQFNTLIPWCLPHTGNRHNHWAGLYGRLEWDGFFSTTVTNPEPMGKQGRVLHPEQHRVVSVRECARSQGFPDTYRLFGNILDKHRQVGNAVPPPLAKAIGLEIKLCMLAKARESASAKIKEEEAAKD
SUMO1-SIM PPI: SUMO1-SIM interaction modulation; SUMO1 binding to a labelled peptide, TR-FRET, 1 h; inhibition, % at 20 µM; hit rate 0.33% among 360,000; AID 602429; in the data active = inhibition above about 37%
NRP1-CendR mod: NRP-1/CendR interaction modulation | hit rate 0.85% among 360,000 | inhibition, % at 25 µM | O14786 | FAM-RPARPAR peptide binding to NRP-1, fluorescence polarization;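 active = inhibition or corrected inhibition above about 18%, plus a signal ratio from 0.5 to 1.5, limit read from the data, passing the limit was not always enough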; also: strong numbers were not always called active
STEP block: inhibitors of human striatal-enriched phosphatase STEP. recombinant STEP, OMFP fluorogenic substrate, fluorescence. inhibition, % at 20 µM. hit rate 0.25% among 360,000;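 active = inhibition at 20 µM, scaled per plate between control wells, above about 37%, limit read from the data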;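 also: 0% = DMSO with enzyme and substrate and 100% = substrate only without enzyme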
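Material: STEP (striatal-enriched tyrosine phosphatase) enzyme, cell-free | Medium: 50 mM Bis-Tris pH 6.0 with 2.5 mM DTT and 0.005% Tween 20 | Read-out: Percent inhibition scaled to no-enzyme and uninhibited-enzyme controls, plate-pattern corrected | Signal: Fluorescence read at 480 nm ex / 540 nm em | Times: 20 min reaction, room temperature, in the dark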
TbMetRS inhib: blocks T. brucei methionyl-tRNA synthetase activity. purified T. brucei MetRS, ATP depletion, Kinase-Glo luminescence. inhibition, % at 11.9 µM. hit rate 0.4% among 360,000. AID 624268;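 active = inhibition above a per-plate cutoff of the control wells' mean inhibition plus 3 SD, cut at about 5.5% in these data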;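 also: 0% = DMSO wells median and 100% = median of wells with control inhibitor compound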
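Assay system: T. brucei methionyl-tRNA synthetase, purified | Medium: HEPES buffer with MgCl2, KCl, DTT, spermine, BSA, pyrophosphatase | Compound: 11.9 µM single point | Incubation: 15 min enzyme-compound preincubation, 2 h reaction, 10 min detection, 25 °C | Measured by: Kinase-Glo luciferase luminescence reporting remaining unconsumed ATP | Measure: % inhibition normalized to control-well medians | Replication: Singlicate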
MsrA inh: bovine MsrA inhibition; purified bovine MsrA, absorbance read-out; inhibition, % at 15.5 µM; hit rate 0.75% among 360,000; in the data active = inhibition above about 4.5%;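 also: 0% = vehicle wells with enzyme and 100% = reference inhibitor wells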
E coli Lon inh: inhibits E. coli Lon protease; hit rate 0.42% among 360,000; purified E. coli Lon protease, fluorescence polarization; P0A9M0; inhibition, % at 7.94 µM; in the data active = inhibition above about 13%, passing the limit was not always enough;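 also: 0% = enzyme with probe and DMSO and 100% = no enzyme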
MsrA act: bovine methionine sulfoxide reductase A activation | activation, % at 10.6 µM | hit rate 0.3% among 360,000 | purified bovine MsrA, absorbance read-out; in the data active = activation above about 7.5%;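 also: 0% = vehicle and 100% = reference activator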
Numbers without * were called inactive; . = not tested or not shown.

Second line of a record – Scp-1 inhibitor | LMPTP block | DNMT1 inh | SUMO1-SIM PPI | NRP1-CendR mod | STEP block | TbMetRS inhib | MsrA inh | E coli Lon inh | MsrA act
O=C(Nc1nc(-c2ccc3c(c2)Cc2ccccc2-3)cs1)c1ccccc1
  -1.8 | -0.8 | 25.8 | -7.1 | -7.7 | 47.2* | 0.4 | -0.1 | -5.6 | -3.8
CN(NC(=O)CN1C(=O)c2ccccc2C1=O)C1=NS(=O)(=O)c2ccccc21
  -3.7 | -1.6 | 6.3 | 1.2 | 2.5 | -1.3 | -0.6 | 0.0 | -9.5 | -6.1
COC(=O)CCC(=O)Nc1ccc(NC(C)=O)cc1
  1.6 | -1.8 | -2.0 | 0.7 | 5.1 | -0.7 | -0.3 | 0.3 | 6.0 | -0.5
O=C(NCc1ccco1)C1CCC(CNS(=O)(=O)c2cccc3cccnc23)CC1 (centres undefined)
  3.0 | -0.7 | 1.6 | 5.2 | -7.5 | 1.0 | -0.2 | 0.5 | -7.8 | -3.0
CN(C(=O)c1ccccc1C(=O)OCC(=O)NC(=O)NC(C)(C)C)C1CCCCC1
  1.8 | -1.1 | -0.3 | 2.1 | -7.4 | -1.6 | -0.4 | -0.8 | 1.5 | 2.0
COc1ccc(CCNC(=O)c2noc3c2CCCC3)cc1OC
  -4.4 | -1.4 | -3.5 | -1.0 | -1.5 | -2.6 | 0.0 | -1.2 | 5.5 | -2.3
COc1ccc(N(CC(=O)Nc2cccnc2)S(=O)(=O)c2ccccc2)cc1Cl
  -2.8 | -0.1 | -1.3 | 4.2 | 6.6 | -0.8 | 0.5 | -0.8 | 4.2 | 2.6
N#C/C(C(=O)N1CCOCC1)=C1\Nc2ccccc2S1
  -2.5 | -0.4 | 5.5 | -0.6 | -4.5 | 2.0 | -0.4 | 7.9* | -0.2 | -7.2
O=C(/C=C/c1cccc([N+](=O)[O-])c1)NCc1cccnc1
  5.1 | 0.4 | -1.7 | -19.7 | 13.2 | -0.2 | 0.5 | 2.0 | 3.5 | -1.7
COc1ccc(/C=N/NC(=O)c2sc(C)nc2C)cc1
  1.1 | -0.9 | -3.2 | -7.4 | 12.2 | -0.4 | -0.8 | 2.0 | 2.7 | -2.6

Some of the entries above in another layout.
| Molecule | Scp-1 inhibitor | LMPTP block | DNMT1 inh | SUMO1-SIM PPI | NRP1-CendR mod | STEP block | TbMetRS inhib | MsrA inh | E coli Lon inh | MsrA act |
| --- | --- | --- | --- | --- | --- | --- | --- | --- | --- | --- |
| N#C/C(C(=O)N1CCOCC1)=C1\Nc2ccccc2S1 | -2.5 | -0.4 | 5.5 | -0.6 | -4.5 | 2.0 | -0.4 | 7.9* | -0.2 | -7.2 |
| O=C(/C=C/c1cccc([N+](=O)[O-])c1)NCc1cccnc1 | 5.1 | 0.4 | -1.7 | -19.7 | 13.2 | -0.2 | 0.5 | 2.0 | 3.5 | -1.7 |

Carrying on.
Second line of a record – Scp-1 inhibitor | LMPTP block | DNMT1 inh | SUMO1-SIM PPI | NRP1-CendR mod | STEP block | TbMetRS inhib | MsrA inh | E coli Lon inh | MsrA act
C#CCOCCOCCOCCNc1nc(N2CCN(C(=O)CCCCCCCCCCNC(=O)Cn3cc(C[C@@H](C)O)nn3)CC2)nc(N2CCN(C(=O)CCCCCCCCCCNC(=O)[C@H](CCCCN)n3cc(C[C@@H](C)CC)nn3)CC2)n1
  33.4 | 5.8 | -108.8 | 26.0 | 5.7 | 4.2 | -0.1 | . | 2.8 | 1.3
COc1ccc(NS(=O)(=O)c2cccc(C(=O)NNC(=O)CNC(=O)c3ccco3)c2)cc1
  -1.8 | -0.9 | -1.0 | 0.0 | 6.9 | 0.0 | 0.2 | 0.1 | -10.4 | -2.7
COC(=O)[C@]1(C)CCC[C@@]2(C)C3CC[C@@]4(C)C[C@]3(CCC21)CC(=O)N4 (some centres undefined)
  -7.7 | -3.6 | 3.5 | 4.1 | 24.3 | -1.4 | -0.5 | -0.3 | -1.3 | -5.5
CCCCCc1c(O)nc(SCCN2CCOCC2)[nH]c1=O
  -3.1 | -1.0 | -0.1 | -0.9 | -5.0 | -1.1 | -1.2 | 0.8 | -5.4 | -1.7
COc1cccc(CN(C)C(=O)CN2C(=O)NC3(CCCc4ccccc43)C2=O)c1 (centres undefined)
  -8.2 | -1.1 | 3.8 | -0.6 | 7.1 | -2.7 | 0.2 | -0.7 | -11.4 | -5.4
O=C(C1CCCN(S(=O)(=O)c2cccs2)C1)N1CCN(C2CCCCC2)CC1 (centres undefined)
  0.8 | -0.2 | -3.1 | -4.2 | -7.4 | -1.9 | -1.0 | 0.1 | 4.2 | -2.8
Cc1cc(C(=O)O)ccc1N/C=C1\CCCC(C)C1=O (centres undefined)
  -6.9 | -2.2 | -1.2 | -8.4 | 4.2 | -2.8 | -1.1 | 2.8 | 1.9 | -2.5
O=C(O)CCc1ccc(-c2cccs2)n1CC(=O)Nc1ccccc1C(F)(F)F
  -4.5 | -1.5 | -1.7 | -0.3 | -12.1 | 2.3 | -0.2 | 2.4 | -4.1 | -2.2
CN(C)c1ccc(CNC(=O)C2CCN(S(=O)(=O)c3ccc4c(c3)oc(=O)n4C)CC2)cc1
  -5.2 | 0.0 | -1.2 | 2.0 | 13.5 | -3.3 | -0.1 | -1.1 | -4.2 | -1.6
Cc1ccc(C(=O)O)cc1NC(=O)CCc1c(C)noc1C
  . | 0.1 | 1.7 | -0.1 | 8.5 | -1.5 | -0.3 | -0.3 | -4.5 | -5.8
O=[N+]([O-])c1ccc(N2CCN(S(=O)(=O)c3ccc(Cl)cc3)CC2)cc1NCC1CCCO1 (centres undefined)
  -13.0 | 0.6 | 3.8 | -2.3 | 3.3 | 1.4 | 0.2 | -0.5 | 2.5 | -5.4
CC(NC(=O)C(=O)N1CCCCC1)C(c1cccs1)N1CCN(Cc2ccccc2)CC1 (centres undefined)
  -2.5 | -1.3 | 1.6 | 1.9 | 12.0 | 11.6 | -0.5 | 0.4 | -0.5 | -5.4
COc1cc(-c2nnc(Sc3ccc(C(F)(F)F)cc3[N+](=O)[O-])o2)cc(OC)c1OC
  2.2 | 2.0 | 10.2 | -11.6 | -10.4 | 1.1 | -0.5 | 1.1 | 2.1 | -1.7
O=C(Nc1c(C(=O)N2CCCCC2)cnn1-c1ccccc1)c1ccccc1F
  -9.2 | -0.1 | 2.2 | -1.3 | -19.8 | -0.3 | 0.0 | -1.7 | 1.0 | -3.8
CCN1C(=O)[C@H]2[C@@H](c3ccc(OC)cc3)N[C@]3(CCCN(Cc4cccn4C)C3=O)[C@H]2C1=O
  . | -0.9 | -1.4 | -3.6 | -0.9 | -1.9 | 0.3 | 0.1 | -5.2 | -4.3
O=C(NCC(=O)N(c1cccnc1)C(C(=O)NC1CCCC1)c1ccco1)c1cccs1 (centres undefined)
  5.2 | -0.4 | 1.1 | -2.1 | -4.6 | 1.8 | -0.3 | -1.0 | 5.3 | 0.4
COc1cc2c(cc1OC)C(c1c(-c3c(Cl)cccc3Cl)noc1C)=NCC2
  . | -0.8 | 0.7 | -1.8 | -12.1 | -1.3 | 0.1 | 1.1 | -11.9 | -3.1
CCc1ccc(NC(=O)C2CCN(S(C)(=O)=O)CC2)cc1
  -6.6 | -0.2 | -1.5 | -0.3 | 9.6 | -2.7 | 0.0 | -0.2 | -7.5 | -1.2
CN(C)S(=O)(=O)Oc1ccsc1C(=O)Nc1ccc(Br)cc1
  -12.7 | 1.2 | -1.1 | 3.3 | -9.7 | -1.0 | 0.1 | 0.0 | -0.3 | -1.3
CC(C)NC(=O)CSc1nccc(-c2cccs2)n1
  0.6 | -1.6 | 0.4 | -6.0 | 6.3 | -0.9 | 0.2 | -0.1 | -6.0 | -2.7
CCN1C(=O)N(C)C(N(O)C(=O)NC)C1(C)C (centres undefined)
  -9.6 | -1.1 | 3.7 | 12.6 | 6.9 | 0.6 | -1.0 | -0.6 | -14.0 | -5.2
CCOC(=O)CN1NC2(CCCCCCC2)NC1=S
  -1.2 | -1.9 | 1.5 | 1.3 | -6.8 | 1.5 | -0.1 | 1.4 | -6.2 | 0.0
NC(=S)N/N=C1\CC(n2nnnc2-c2ccccc2Cl)C2COC1O2 (centres undefined)
  0.6 | 0.6 | -0.1 | 1.7 | 0.8 | 1.6 | -0.3 | 0.5 | 5.4 | -0.8
CC(=O)c1c(C)n(-c2ccccc2Br)c2ccc(O)cc12
  2.8 | 2.0 | -2.1 | 1.0 | 13.0 | 1.3 | -0.2 | 0.6 | -22.1 | 0.0
O=C(COc1ccccc1)Nc1c(Cl)ccc2nsnc12
  -1.2 | -2.5 | -1.9 | -38.8 | 18.7 | 2.4 | 0.0 | 0.1 | 3.4 | -1.6
Cc1ccc(/C=N/NC(=O)c2ccc3ccccc3c2)s1
  15.6 | 1.8 | 4.7 | -20.5 | -5.3 | 4.2 | -0.2 | 2.6 | -6.8 | -7.9
C=C(C)CN(CC)C(=O)CC1C(=O)NCCN1C (centres undefined)
  -3.1 | 1.6 | 3.3 | 0.3 | 5.6 | -1.8 | -0.4 | 0.4 | 1.6 | -5.3
Cc1ccccc1-c1nc2cc(NC(=O)C3CC3)ccc2o1
  -7.7 | 1.6 | -4.4 | 2.8 | -14.1 | -2.3 | 0.1 | 1.9 | 0.0 | -2.6
Clc1ccc(C2=Nc3cc(Cl)ccc3OC2)cc1
  -5.7 | 0.9 | 4.0 | -5.9 | 6.4 | 1.7 | 0.2 | -0.3 | -3.2 | -0.7
Cc1ccc(S(=O)(=O)NCCSc2nncn2C)cc1
  -3.6 | 2.4 | 0.6 | -23.8 | 1.3 | 0.7 | -0.1 | 0.3 | 4.5 | -3.1
Cc1cc(N2CCN(c3ccccc3)CC2)n2nnnc2n1
  -3.6 | 1.5 | -1.7 | 2.6 | 11.7 | -4.5 | -0.9 | 0.6 | -3.8 | -2.2
COc1ccc(OC)c(Nc2nc(N)c([N+](=O)[O-])c(NCc3ccccc3)n2)c1
  -1.9 | -2.3 | 29.4 | -4.9 | 2.8 | 0.0 | -0.4 | -0.8 | -0.2 | -3.9
CC(=O)Nc1cc(OC(=O)c2ccco2)cc(OC(=O)c2ccco2)c1
  -0.5 | 1.6 | 0.8 | -0.8 | -3.0 | -2.4 | -0.7 | -1.0 | 0.0 | -1.2
O=C(OCc1ccc(Br)cc1)c1cccnc1
  5.5 | -0.7 | 8.3 | 2.7 | -17.3 | 2.8 | -1.2 | 1.8 | -1.7 | -9.3
COc1cc(CCCN2C(=O)C(=O)NC[C@@H]2Cc2ccc(O)cc2)cc(OC)c1OC
  -2.3 | -0.8 | 4.1 | 3.4 | 7.8 | -1.3 | 0.2 | -0.1 | -3.8 | -8.8
O=C1NC[C@H](CCCCN2CCN(CCc3ccccc3)C(=O)C2=O)N(CCc2ccccc2)C1=O
  . | -0.7 | . | 2.8 | -5.1 | . | 0.5 | -0.2 | -2.2 | -2.1
C[C@@H]1CCCN1[C@@H]1CS(=O)(=O)N[C@H]1COCc1ccccc1
  . | 0.2 | -1.1 | -2.6 | -3.2 | -0.9 | -0.2 | 0.4 | -11.8 | -2.8

High-throughput results from PubChem.
